# G6PDH CS = counter-screen for G6PDH assay hits: L. mesenteroides G6PDH inhibition; inhibition, % at 5 µM; Purified L. mesenteroides G6PDH, diaphorase/resazurin coupled fluorescence, 45 min; AID 1020; 200,000 tested, 0.12% active; in the data active means inhibition above about 50%
# Diaphorase act = counter-screen for diaphorase-based assays: diaphorase activators and chemical reducers; Diaphorase/resazurin coupled assay, resorufin fluorescence, 16 min; stronger effect = higher value; 1 = vehicle wells, 0 = NADH-free wells; activation factor at 20 µM; 190,000 tested, 0.005% active;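 active means diaphorase activity raised at least twofold by the compound at 20 µM; inactive means activation factor below 2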
#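 Material: Purified diaphorase enzyme from Clostridium kluyveri | Buffer or medium: 50 mM HEPES pH 7.4 with 4.542 mM MgCl2, 0.005% Tween 20 | Times: 16 min enzyme reaction, ambient temperature | Signal: Red resorufin fluorescence at 544/590 nm excitation/emission | Measure: Increased resorufin signal from activators or reducing compounds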
# PMI act hi M6P = activators of human phosphomannose isomerase at near-saturating mannose 6-phosphate. coupled PMI enzyme assay, resazurin fluorescence, 20 min; stronger effect = higher value; 1 = untreated enzyme, 0 = substrate-free blank. activation factor at 20 µM. 190,000 tested, 0.34% active. AID 1216;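 active means activation factor of 2 or more at 20 µM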
# Target sequence (P34949 whole entry, looked up): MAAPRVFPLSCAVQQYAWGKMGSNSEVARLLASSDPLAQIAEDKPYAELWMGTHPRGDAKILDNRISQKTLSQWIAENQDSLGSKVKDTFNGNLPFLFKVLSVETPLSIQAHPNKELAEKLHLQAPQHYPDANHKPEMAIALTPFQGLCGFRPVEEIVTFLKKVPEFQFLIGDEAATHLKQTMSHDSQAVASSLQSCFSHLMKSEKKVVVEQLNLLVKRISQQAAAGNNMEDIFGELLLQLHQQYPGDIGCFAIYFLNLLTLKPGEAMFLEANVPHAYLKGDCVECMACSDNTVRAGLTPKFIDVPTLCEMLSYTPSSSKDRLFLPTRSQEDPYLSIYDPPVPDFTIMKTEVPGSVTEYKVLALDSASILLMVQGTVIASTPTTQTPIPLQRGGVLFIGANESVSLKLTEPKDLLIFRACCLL
#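 Test system: human phosphomannose isomerase with PGI, G6PDH, diaphorase coupling enzymes / Doses: 20 µM compound, 1% DMSO / Times: enzyme reaction with compound 20 min at room temperature / Measured by: Diaphorase-driven resazurin-to-resorufin fluorescence, excitation 544, emission 590 nm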
# PPARg SRC2 recr = agonists of SRC-2 recruitment by human PPARgamma; P37231; PPARgamma LBD-SRC-2 recruitment, biochemical; activation, % at 8 µM; 200,000 tested, 0.34% active; in the data active means activation above about 22%;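 further: 0% = vehicle and 100% = reference agonist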
# Diaph inh CS = inhibits diaphorase or chemically oxidizes, flagging diaphorase assay artifacts. diaphorase resazurin-to-resorufin fluorescence, NADH, 16 min; bacterial (C. kluyveri) enzyme, not human. 190,000 tested, 0.69% active. inhibition, % at 20 µM;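 active means primary screen inhibition at 20 µM above a set limit, cut at about 50% in these data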;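 further: plate controls were DMSO with full reaction for no effect and wells lacking NADH for full effect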
#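 System: Diaphorase enzyme from Clostridium kluyveri | Amount: Enzyme working solution with 0.14 U/mL diaphorase | Benchmarks: No-NADH positive control and DMSO neutral control | Signal: Fluorescence of resorufin formed from resazurin, Ex 544/Em 590 nm | Schedule: 16-min room-temperature incubation before reading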
# PMI act = increases human mannose-6-phosphate isomerase activity. purified human PMI, coupled resazurin fluorescence, 20 min; stronger effect = higher value; 1 = vehicle control, 0 substrate-free wells. activation factor at 20 µM. 190,000 tested, 0.005% active;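 active means activation factor of 2 or more at 20 µM, relative to plate controls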
# TR-FRET SRC-2 ct = flags TR-FRET format artefacts in PPARgamma SRC-2 recruitment agonist screen. TR-FRET ratio at 8 µM. 200,000 tested, 0.4% active. TR-FRET artefact counter-screen; stronger effect = higher value. AID 1049; in the data active means TR-FRET ratio above about 2000; further: inactives centre near 1500
# S1P3 antag = blocks the human S1P3 receptor. inhibition, % at 4.98 µM. 170,000 tested, 0.27% active. CHO S1P3 NFAT-BLA reporter, FRET fluorescence, antagonist mode;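 active means inhibition above the plate cutoff, the mean inhibition of test wells on that plate plus 3 SD, cut at about 28% in these data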;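 further: cells challenged with S1P at its EC80 of 0.8 µM; blue over green emission ratio from cleaved BLA substrate after 4 h stimulation; 0% = S1P-stimulated wells and 100% = unstimulated DMSO-only wells; some compounds past the cut are filed as inactive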
# Target sequence (Q99500 whole entry, looked up): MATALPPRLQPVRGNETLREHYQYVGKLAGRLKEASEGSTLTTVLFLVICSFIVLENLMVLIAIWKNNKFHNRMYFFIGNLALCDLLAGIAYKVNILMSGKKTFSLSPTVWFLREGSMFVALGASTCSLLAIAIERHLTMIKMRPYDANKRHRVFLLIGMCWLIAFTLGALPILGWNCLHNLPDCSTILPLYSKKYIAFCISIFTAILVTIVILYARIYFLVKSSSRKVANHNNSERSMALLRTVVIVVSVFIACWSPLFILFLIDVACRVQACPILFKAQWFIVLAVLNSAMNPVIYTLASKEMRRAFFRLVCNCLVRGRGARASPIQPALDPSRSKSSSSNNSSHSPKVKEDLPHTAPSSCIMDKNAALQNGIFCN
# ROMK mod = modulators of human ROMK potassium channel. P48048. Tet-inducible ROMK, thallium flux fluorescence; actives lie on both sides. B-score at 10 µM. 130,000 tested, 2% active;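 active means signal ratio slope over the read window, or its plate-corrected B-score, at least 3 SD from the plate mean, either direction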;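 further: B-score of the F/F0 ratio slope over 7 to 12 s after thallium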
# PPARg SRC-3 ag = promotes SRC-3 coactivator recruitment by human PPARgamma; P37231; biochemical PPARgamma/SRC-3 coactivator recruitment assay; activation, % at 8 µM; 200,000 tested, 0.26% active; AID 731; in the data active means activation above about 23%;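 further: 0% = DMSO and 100% = reference agonist; some compounds past the cut are filed as inactive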
# PPARg SRC1 recr = agonists of human PPARgamma SRC-1 coactivator recruitment. activation, % at 8 µM. P37231. 200,000 tested, 0.41% active. PPARgamma-SRC-1 coactivator recruitment biochemical assay; in the data active means activation above about 19%;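 further: 0% = DMSO and 100% = reference agonist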
# * hit, by the source's call; · = no result given.
smiles	G6PDH CS	Diaphorase act	PMI act hi M6P	PPARg SRC2 recr	Diaph inh CS	PMI act	TR-FRET SRC-2 ct	S1P3 antag	ROMK mod	PPARg SRC-3 ag	PPARg SRC1 recr
COc1ccc(-c2nnc(OCc3nc4ccccc4n3C)c3ccccc23)cc1	-22	0.8	0.9	-2	16	0.9	1487	-7	1	-2	-6
Cc1ccc(-n2ncc3c(=O)[nH]c(SCC(=O)N4CCCc5ccccc54)nc32)cc1	-55	0.8	0.9	-7	21	0.9	1580	20	·	-4	-1
CCCCSc1nnc(-c2ccc(NC(C)=O)cc2)n1C	-1	0.9	1	-3	12	0.9	1676	6	0.038	-1	8
O=C1NC(c2ccccc2)=C(c2ccc3ccccc3n2)C(c2ccc(F)cc2)N1 (stereo not given)	-1	0.7	0.9	3	27	0.7	1456	14	-3*	0	-4
COCCCn1c(-c2ccsc2)nc2c1c(=O)[nH]c(=O)n2Cc1ccccc1	3	1.1	1	6	-6	1	1482	1	·	1	15
Cc1c(C2(c3c(C)n(C)n(-c4ccccc4)c3=O)C(=O)Nc3ccc(F)cc32)c(=O)n(-c2ccccc2)n1C	6	1.1	1.1	-2	-11	1.1	1288	·	·	-4	-1
CCCN(CC1CC1)C(=O)CCc1nnc(CCc2c[nH]c3ccccc23)o1	13	0.9	0.9	1	8	0.9	1342	-9	-0.044	3	3
Cc1cc(C)c(S(=O)(=O)N2CCCCC2)c(C)c1N(C)S(=O)(=O)c1ccc(Cl)cc1	-2	0.9	0.9	-3	14	0.9	1317	-2	·	0	2
COC(=O)NNC1=CC(=O)CC(C)(C)C1	10	1	0.9	1	4	1	1656	-15	0.16	1	5
N#CC1=CN(Cc2ccccc2)C=C(/C=N/Nc2ccccc2)C1	11	0.8	1.7	3	20	1.5	1429	-11	-2.7	-1	-9
COC(=O)c1ccc(/C(O)=C(\C#N)c2nc3ccccc3s2)cc1	3	1	1	-2	0	1	1716	5	·	2	16
Cc1ccc(C)c(NC(=S)N/N=C2/CCCCc3ccccc32)c1	3	0.9	1	5	12	0.9	1737	8	0.16	4	1
O=C(Nc1ccc2c(c1)OCO2)C1CCN(C(=O)c2ccc(Br)cc2)CC1	3	0.8	0.8	-3	17	0.9	1645	-4	-0.0044	4	4
COc1ccc(N(CC(=O)NCc2ccccc2C)S(=O)(=O)c2ccccc2[N+](=O)[O-])c(OC)c1	11	0.8	0.9	2	20	0.9	1607	-13	-2	3	9
COc1ccc(OC)c(C2CC(=O)NC(SC)=C2C#N)c1 (stereo not given)	4	0.8	0.9	2	24	1	1374	-16	·	10	-2
CCOC(=O)c1c(C)n(C)c2ccc(OC(C)C(=O)OC)cc12 (stereo not given)	-1	0.9	0.9	2	13	0.9	1625	5	·	7	2
COc1ccc(-c2nnc(-c3cccs3)o2)cc1OC	-27	0.9	0.9	0	6	0.9	1446	-1	·	15	2
CCCCC(=O)Nc1ccc2c(c1)oc1ccccc12	-1	0.9	1	4	12	1	1341	·	-0.25	3	-4
CC(CCc1ccccc1)NC(=O)c1ccc(C(=O)NC(C)CCc2ccccc2)cc1 (stereo not given)	17	0.9	1	3	14	0.9	1559	·	0.3	4	3
COc1cc(NC(=O)c2ccccc2)cc(OC)c1	4	1	1	2	-1	1	1404	3	0.02	-5	-2
O=C(CCC(=O)N1CCc2ccccc2C1)N1CCN(S(=O)(=O)c2ccccc2)CC1	6	0.8	0.8	3	19	1	1630	15	·	2	3
Cc1cc(C)c(S(=O)(=O)Cc2ccccc2)c(=O)[nH]1	1	1.1	1.1	-1	-12	1	1533	-14	0.013	1	3
CCCC1CC(C)(/C(C)=N\NC(N)=S)OC1=O (stereo not given)	5	0.9	1	-2	9	1	1338	-19	-0.024	2	-8
COc1ccc(-n2cnnc2SCC(=O)NC2CCS(=O)(=O)C2)cc1 (stereo not given)	-2	0.9	1	10	10	1	1667	·	0.52	11	9
Cc1cc(N)n2nc(C)c(-c3ccccc3)c2n1	4	1	1	-7	-4	0.9	1439	·	·	-4	-6
Cc1ccc(S(=O)(=O)NCCCCCC(=O)Nc2ccccc2C)cc1	5	1	1	-5	3	1	1429	0	-0.45	7	-6
COc1ccccc1NC1C=CS(=O)(=O)C1 (stereo not given)	-2	0.9	1	-2	8	1	1477	-31	0.5	-3	-2
C=CCn1c(CCC(O)CCCCC)n[nH]c1=S (stereo not given)	-2	0.9	1	-7	9	1.1	1550	0	-0.0012	0	-6
COCCN(C(=O)CSc1nc2ccccc2c(=O)n1CC(C)C)c1c(N)n(Cc2ccccc2)c(=O)[nH]c1=O	-5	1	1.1	-6	-2	1.2	1534	-16	-0.098	-2	-2
CC(C)N(C(=O)Cn1cnc2c(cnn2-c2ccccc2Cl)c1=O)C(C)C	3	0.8	0.8	3	20	0.9	1528	-1	·	-8	11
Cc1ccccc1NC(=O)Cn1c(C)nc2ccc(NC(=O)C3CC3)cc2c1=O	8	1	1	5	3	1	1759	-19	·	16	7
CCc1c(C(C)O)oc2ccc3c(C)cc(=O)oc3c12 (stereo not given)	0	0.9	0.9	-12	11	0.9	1306	-19	-1.2	-9	3
Cc1ccc(S(=O)(=O)N/N=C/c2ccc(OCC(=O)N3CCOCC3)cc2)cc1	2	0.9	1	2	8	1	1520	7	-0.68	0	2
COc1ccccc1N1CCN(C(=O)c2ccc(CN3CCOCC3)cc2)CC1	12	1	1.1	2	-2	1.1	1785	-12	0.69	0	3
Cc1cc(-c2n[nH]c(=S)n2/N=C/C=C/c2ccccc2)n[nH]1	6	0.5	1	8	50*	0.8	1657	9	·	3	5
CC1=C(C(=O)N2CCOCC2)C(c2ccc(C)cc2)NC(=S)N1 (stereo not given)	6	0.8	1.2	7	16	1	1598	-10	·	-1	4
Cc1cc(-c2nc3ncccc3o2)ccc1NC(=S)NC(=O)c1ccco1	13	0.8	0.6	12	21	0.8	1809	-6	0.43	3	16
CCOc1ccc(OCC)c(NC(=O)CN2CCN(C(=O)c3ccco3)CC2)c1	0	1	1	-3	4	0.9	1343	0	·	-3	-5
Cc1ccnc(NC(=O)C2CCN(S(=O)(=O)c3cccc4nonc34)CC2)c1	-1	0.9	1	9	7	1	1656	-20	·	-2	0
CCOC(=O)c1c(C)[nH]c(N=Nc2ccc(C)cc2)c1C	9	0.9	1	14	15	0.9	1625	·	-0.39	11	0
C[N+](C)(CC#Cc1ccccc1)CC(=O)c1ccc(Cl)cc1	2	1	1.1	3	1	1.1	1397	12	-1.5	-6	-2
CCOC(=O)c1c(C)c(C(=O)Nc2cc(F)ccc2F)c(C)n1C	-14	0.9	1	-3	12	0.9	1595	22	·	-3	-1
COc1ccc(OC)c2[nH]c(=O)c(CCNC(=O)C(C)(C)C)cc12	-12	1	1	-2	3	0.9	1593	-2	·	2	-1
COc1cc(/C=N/n2cnc3scc(-c4cccs4)c3c2=O)cc(OC)c1OC	-29	0.8	0.9	0	22	0.9	1681	1	0.46	-1	-7
O=C(c1ccccc1)c1ccc(OCC(O)CN2CCCC2)cc1 (stereo not given)	20	1.1	1	-7	-6	1	1481	-17	0.82	1	-1
CC1CCC/C(=C\Nc2ccc(C(=O)O)cc2)C1=O (stereo not given)	11	0.9	0.7	-10	12	1	1631	-12	0.29	-5	13
CCOc1ccc(CN(Cc2ccco2)C(c2cccs2)c2nnnn2C(C)(C)C)cc1 (stereo not given)	11	0.7	0.8	-5	33	0.8	1641	26	1.9	-7	-1
CN(C)c1ccc(-n2cc3c(=O)n(C)c(=O)n(C)c3c2)cc1	1	0.9	0.7	-7	12	0.9	1560	-1	·	8	4
O=C(Cn1nc(-c2ccccc2)ccc1=O)NCC1CCCO1 (stereo not given)	-2	0.9	1.1	-2	9	1	1512	·	·	7	3
Cc1ccc2occ(CN3CCN(c4ccccc4)CC3)c(=O)c2c1	-12	0.8	1	4	18	1	1569	0	·	-1	8
CN(C)CCNc1cc(-c2ccncc2)nc2ccccc12	7	1.2	1	0	-20	1.1	1540	-25	·	-2	-1
O=[N+]([O-])c1cccc(-c2ccc(C(=S)N3CCN(c4ccc(F)cc4)CC3)o2)c1	4	1	0.9	15	-2	1.1	1642	-8	0.044	2	4
CCSC1=C(C#N)C(c2cccc(Br)c2)CC(=O)N1 (stereo not given)	37	0.8	0.9	9	18	0.9	1478	-6	·	3	-1
C=CCn1c(=O)/c(=C2/SC(C)=C(C)N2CC)s/c1=C1/C(=O)N(CC)C(=S)N1c1ccccc1	-3	0.9	1	4	8	1	1531	·	·	-3	-5
CC(C)N(C(=O)Cn1cc(S(=O)(=O)CC(=O)NC2CCCCC2)c2ccccc21)C(C)C	10	1	1	-10	2	1	1376	-1	0.1	4	10
CNc1cc(N2CCCCCC2)ccc1[N+](=O)[O-]	-1	0.8	0.7	1	20	0.7	1602	·	-2.5	5	0
Cc1c(NC(=O)c2ncn[nH]2)cccc1-c1nc2ccccc2s1	-9	1	1.1	0	-2	0.9	1432	6	·	-2	0
CC(C)c1nnc(NC(=O)CCN2C(=O)c3ccccc3C2=O)s1	4	0.9	1	2	7	1	1515	21	·	-1	-1
CC(C)OC(=O)c1c(N)sc2c1CCCC2	·	·	·	1	·	·	1635	-10	0.074	-2	4
CCc1nnc2sc(-c3ccc(NC(=O)c4ccco4)cc3)nn12	7	1	1	-8	4	1.1	1368	-6	0.36	5	4

# An excerpt from above in order of molar mass, low to high:
smiles	G6PDH CS	Diaphorase act	PMI act hi M6P	PPARg SRC2 recr	Diaph inh CS	PMI act	TR-FRET SRC-2 ct	S1P3 antag	ROMK mod	PPARg SRC-3 ag	PPARg SRC1 recr
O=C(c1ccccc1)c1ccc(OCC(O)CN2CCCC2)cc1 (stereo not given)	20	1.1	1	-7	-6	1	1481	-17	0.82	1	-1
CCSC1=C(C#N)C(c2cccc(Br)c2)CC(=O)N1 (stereo not given)	37	0.8	0.9	9	18	0.9	1478	-6	·	3	-1
COc1ccccc1N1CCN(C(=O)c2ccc(CN3CCOCC3)cc2)CC1	12	1	1.1	2	-2	1.1	1785	-12	0.69	0	3

# Assay outcomes from PubChem.
